# CHO-K1 Ca PAM: nonselective activator or artifact in parental CHO-K1 calcium assay; ATP EC20, Fluo-8 calcium fluorescence; 0% at ATP EC20, 100% at ATP max; actives 0.02% (n = 360,000); activation, % at 3 µM;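 active = activation above the run cutoff, the mean activation of all test compounds plus 3 SD, cut at about 40% in these data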;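 note: peak over basal fluorescence ratio in a 140 s read after ATP addition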
# TAAR1 ag: agonists of human TAAR1. actives 0.99% (n = 360,000). activation, % at 3 µM. CHO RD-HGA16 TAAR1, Fluo-8 calcium fluorescence; vehicle wells 0%, saturating PEA agonist 100%. AID 624467. Q96RJ0;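 active = activation above the mean activation of all test compounds in the run plus 3 SD, cut at about 38% in these data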
# Target sequence (Q96RJ0 whole entry, looked up): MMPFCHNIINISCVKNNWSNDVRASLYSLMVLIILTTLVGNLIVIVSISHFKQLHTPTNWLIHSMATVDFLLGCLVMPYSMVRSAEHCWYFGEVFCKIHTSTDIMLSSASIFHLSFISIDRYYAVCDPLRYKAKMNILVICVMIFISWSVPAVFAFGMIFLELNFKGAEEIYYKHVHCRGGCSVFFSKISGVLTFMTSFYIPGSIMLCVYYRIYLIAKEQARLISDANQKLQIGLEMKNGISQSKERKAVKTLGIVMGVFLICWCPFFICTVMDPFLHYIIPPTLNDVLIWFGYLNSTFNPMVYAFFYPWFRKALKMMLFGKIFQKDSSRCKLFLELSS
#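 Signal – calcium-sensitive Fluo-8 signal, excitation 470-495, emission 515-575 nm · System – RD-HGA16 (CHO) cells co-expressing Gα16 and hTAAR1 · Incubation – 17-24 h seeding, 75 min 37 °C dye, 30 min RT · Compound dosing – 3 µM single concentration · Repeats – no replicates (n 1)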
# CHO parental Ca: counter-screen: ATP calcium response change in parental CHO cells; AID 463079; inhibition, % at 5.6 µM; actives 0.63% (n = 330,000); parental CHO-K1, ATP-induced calcium, Fluo-8 fluorescence;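 active = inhibition above that plate's mean sample inhibition plus 3 SD, cut at about 26% in these data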;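 note: 0% = ATP-challenged DMSO wells and 100% = DMSO wells without ATP; some compounds past the cut are filed as inactive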
#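 Measured by: calcium-sensitive Fluo-8 fluorescence / Test system: CHO parental line / Controls: ATP-challenged DMSO wells low, unchallenged DMSO wells high / Measure: % inhibition / Compound: single nominal dose of 5.6 µM per compound / Replicates: single well per compound, no replicates / Reagent: ATP as calcium-mobilizing challenge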
# TAAR1 antag: human TAAR1 antagonism | actives 1.5% (n = 360,000) | CHO RD-HGA16 TAAR1, Fluo-8 calcium fluorescence, antagonist | Q96RJ0 | inhibition, % at 3 µM | AID 624466;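 active = inhibition above a per-plate cutoff, the mean inhibition of test compounds on that plate plus 3 SD, cut at about 49% in these data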;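 note: 0% = DMSO plus EC80 beta-PEA response and 100% = DMSO alone without agonist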
#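 Assay system: RD-HGA16 CHO cells with stable hTAAR1 and Gα16 / Reagent: EC80 β-phenethylamine stimulus / Doses: 3 µM, single point / Timing: dye loading 75 min at 37 °C, then 30 min room temperature / Measured by: Fluo-8 intracellular calcium dye fluorescence, real-time kinetic reads / Controls: vehicle wells and EC80 agonist wells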
# CHO-K1 Ca antag: M1 antagonist counterscreen hit in parental CHO-K1 cells; inhibition, % at 3 µM; ATP-induced calcium, Fluo-8 fluorescence; actives 0.6% (n = 360,000);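 active = inhibition above a per-plate cutoff, the plate's mean sample inhibition plus 3 SD, cut at about 24% in these data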;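 note: 0% = DMSO plus EC80 ATP and 100% = DMSO alone without ATP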
# CHRM1 PAM: human CHRM1 positive allosteric modulation; activation, % at 3 µM; P11229; actives 0.088% (n = 360,000); CHO-K1 hM1, Fluo-8 calcium fluorescence, ACh EC20; 0% = ACh EC20, 100% = maximal ACh; in the data active = activation above about 19%, passing the limit was not always enough
# Target sequence (P11229 whole entry, looked up): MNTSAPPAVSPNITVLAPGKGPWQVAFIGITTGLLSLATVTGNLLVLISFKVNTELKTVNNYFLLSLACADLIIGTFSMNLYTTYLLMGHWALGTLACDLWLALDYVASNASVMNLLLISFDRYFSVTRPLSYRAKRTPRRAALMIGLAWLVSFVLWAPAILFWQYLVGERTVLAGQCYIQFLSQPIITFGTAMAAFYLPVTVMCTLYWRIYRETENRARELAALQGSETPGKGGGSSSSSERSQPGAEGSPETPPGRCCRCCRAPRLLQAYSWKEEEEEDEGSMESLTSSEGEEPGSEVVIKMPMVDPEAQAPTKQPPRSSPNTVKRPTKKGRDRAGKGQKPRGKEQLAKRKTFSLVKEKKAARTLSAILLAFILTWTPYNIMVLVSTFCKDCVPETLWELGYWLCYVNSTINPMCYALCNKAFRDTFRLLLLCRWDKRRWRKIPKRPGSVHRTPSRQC
# M1 antag: human CHRM1 antagonism; actives 1.3% (n = 360,000); AID 588852; CHO-K1 hM1, Fluo-8 calcium fluorescence, ACh EC80 antagonist; P11229; inhibition, % at 3 µM;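 active = percent inhibition above its own plate's cutoff, namely the mean of that plate's compound wells plus 3 SD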;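 note: peak over basal fluorescence ratio during 140 s after agonist addition; 0% = ACh EC80 plus DMSO and 100% = DMSO alone without agonist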
# M1 ag parental: M1 agonist counterscreen hit in parental CHO-K1 cells. activation, % at 3 µM. AID 602248. actives 0.48% (n = 360,000). Fluo-8 calcium fluorescence; scaled to maximal ATP response, vehicle zero; in the data active = activation above about 15%;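 note: untransfected CHO-K1 host cells lacking M1 receptor as counterscreen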
# CHRM1 agonist: agonists of human M1 muscarinic receptor; P11229; CHO-K1 hM1, Fluo-8 calcium fluorescence, agonist mode; 0% DMSO, 100% acetylcholine EC100; activation, % at 3 µM; actives 0.33% (n = 360,000); AID 588814;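 active = activation above the run's mean compound activation plus 3 SD, cut at about 16% in these data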;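 note: peak over basal fluorescence ratio within a 140 s kinetic read after compound addition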
# Numbers without * were called inactive; nt = not tested or not shown.
SMILES,CHO-K1 Ca PAM,TAAR1 ag,CHO parental Ca,TAAR1 antag,CHO-K1 Ca antag,CHRM1 PAM,M1 antag,M1 ag parental,CHRM1 agonist
COc1ccc(C(=O)Cn2cc([N+](=O)[O-])nc2C)cc1,4.2,-1.1,-1.7,0.5,-12.4,5.3,-4.3,1.0,0.1
O=C(CSc1nnnn1-c1ccc(F)cc1F)Nc1ccccc1F,16.3,4.5,2.2,-4.1,-9.5,3.9,-7.0,9.2,1.8
CCOC(=O)c1ccc(NC(=O)CCc2nnc3ccc(N4CCN(C)CC4)nn23)cc1,27.9,2.2,2.1,-8.8,-17.5,13.2,-12.1,0.3,-3.4
CC(C)(C)C(=O)Nc1sc2c(c1C#N)CCN(Cc1ccccc1)C2,-4.5,2.6,-22.0,18.8,8.6,5.0,-9.8,1.3,-3.2
CCc1nc2nc(C)cc(Nc3cccc(C(F)(F)F)c3)n2n1,0.1,-2.3,-25.8,-11.7,-11.7,-0.8,-21.6,-0.5,-2.9
COc1ccc(C(=O)Nc2ccc(CN3CCOCC3)cc2)cc1Br,11.4,-3.1,nt,-4.2,-3.3,20.0,-12.4,0.8,-4.8
NC(=O)C1CCN(c2c([N+](=O)[O-])cc(C(F)(F)F)cc2[N+](=O)[O-])CC1,10.2,1.8,-16.5,-14.3,-4.6,7.7,-13.7,1.7,3.6
c1ccc(-n2c(Sc3cnccn3)nnc2-c2cccs2)cc1,7.1,1.1,-7.3,-11.3,4.8,11.1,-10.4,0.3,-4.4
CCOc1ccc(S(=O)(=O)Nc2ccn(C)n2)cc1,-20.9,0.6,-6.7,-11.5,3.9,-4.3,7.1,-0.2,-0.7
CCCCN(C(=O)CC1CCCC1)c1c(N)n(CC(C)C)c(=O)[nH]c1=O,3.4,0.2,-16.5,-13.3,-2.6,12.7,-27.4,0.5,0.8
Cc1ccc(S(=O)(=O)NCCN2CCN(S(=O)(=O)c3ccccc3Cl)CC2)cc1,-3.2,6.2,-11.7,8.8,-18.6,1.1,4.5,6.7,-1.8
COc1ccc(-c2nn(C)c(=O)c3ccccc23)cc1CNS(C)(=O)=O,-3.0,11.2,-13.6,-24.5,-11.7,12.1,-13.6,0.3,-2.3
CCCCn1c(N)c(N(Cc2ccccc2OC)C(=O)C(C)Oc2ccc(Cl)cc2)c(=O)[nH]c1=O (stereo unspecified),1.0,-0.1,-25.5,-28.6,-0.4,9.9,-15.1,-0.2,-1.0
COc1ccc([C@H]2C[C@@H](O)[C@H](n3cc(-c4ccc(F)cc4)nn3)CN2C(=O)C2CCCCC2)cc1,16.3,0.7,nt,9.2,0.2,15.6,-31.7,-0.4,0.1
COc1ccccc1NC(=O)Cn1nnc(-c2ccccc2NC(=O)c2cccs2)n1,24.9,16.4,-9.3,45.1,-18.4,4.8,-9.0,1.2,1.9
COc1ccc(-c2nc3c(=O)n(C)c(=O)[nH]c3n2CCc2ccccc2)cc1,7.1,nt,-9.7,nt,-3.6,3.2,-17.4,-0.2,-0.9
COC(c1ccccc1)c1nnc(CCC(=O)NC2C3CC4CC(C3)CC2C4)o1 (stereo unspecified),-10.1,10.1,-5.7,7.5,8.1,0.2,0.0,0.6,-4.7
COCCOc1ccc(C(F)(F)F)cc1N,11.0,4.2,-0.2,-7.1,-9.5,3.1,-2.3,0.4,-2.8
O=C(CCSc1ccc(Cl)cc1)NC1CCCCC1,1.3,-4.1,-16.1,14.2,3.9,-4.1,5.9,1.1,-5.7
CN(CC(=O)Nc1cccc(F)c1)CC(=O)N(C)c1c(N)n(Cc2ccccc2)c(=O)[nH]c1=O,-14.5,16.5,-2.0,-11.0,5.2,-3.5,24.1,0.3,-1.9
Cc1ccc(C)c(N2N=C(C(=O)OCc3nnc(-c4cccs4)o3)CCC2=O)c1,-6.5,-0.3,nt,-4.1,4.3,9.1,-18.8,0.2,-3.3
COc1ccc(S(=O)(=O)N2CCOCC2)cc1NC(=O)CSc1nc(C)c(C)c(C)n1,4.1,-0.5,-9.8,9.7,-6.4,-3.8,5.8,-0.2,-7.0
O=C(c1ccco1)N1CCN(S(=O)(=O)c2cccc(Cl)c2)CC1,-12.9,-1.1,-5.9,-11.4,11.1,6.5,3.1,0.5,-1.9
CCCN(CCC)CC(O)CN(c1cc([N+](=O)[O-])ccc1OC)S(=O)(=O)c1ccccc1 (stereo unspecified),-5.7,8.5,-24.9,2.4,-11.9,3.3,-8.2,-0.3,-6.0
Cc1cccc(C(=O)NNC(=O)C2CCCO2)c1 (stereo unspecified),-7.5,-0.3,-6.5,3.7,8.4,6.2,-5.5,0.2,-0.2
CC(Sc1nnc(CN2CCCC2)n1Cc1ccccc1)C(=O)Nc1ccc(F)cc1Cl (stereo unspecified),-19.0,2.6,nt,7.8,23.8*,-2.0,-3.1,-0.6,-4.8
CCOC(=O)CN1C(=O)N[C@@H](c2cccc(F)c2)C(C(=O)OC)=C1C,4.9,7.5,-14.0,0.5,-6.7,-3.0,8.3,-0.6,-4.9
O=C(Nc1ccc(Cl)cc1)[C@@H]1[C@@H]2C(=O)N(c3cccc(F)c3)C(=O)[C@@H]2[C@H]2C=CC=NN21,8.8,8.6,-13.2,-2.7,-2.3,2.4,-4.9,0.3,-5.0
COCN(C#N)c1nc(OC)nc(OC)n1,3.5,3.2,7.6,1.4,-11.3,-1.3,-9.5,0.0,-0.9
Cc1nonc1NC(=O)CSc1nc2ccccc2o1,-12.1,-1.0,0.4,3.9,-13.6,5.7,0.2,1.1,-6.0
COc1cccc(-c2nn(-c3ccccc3)cc2C(=O)Nc2nccs2)c1,9.9,8.3,-12.7,65.3*,13.9,-12.0,25.5,2.3,-2.1
COCCN1Cc2cccc(C(=O)Nc3cccc(-c4nc5ccccc5[nH]4)c3)c2C1=O,13.5,6.4,-14.0,61.2*,0.7,-11.5,25.2,4.0,-3.2
CCOc1ccccc1/C=C(\C#N)C(=O)Nc1cccc(C(=O)O)c1,2.3,1.4,-18.7,-24.1,-19.9,10.6,-10.4,0.7,1.2
CC(C)Oc1ccc(C2CNC(=O)C2)cc1 (stereo unspecified),9.3,3.0,-3.6,4.8,-2.2,18.2,-14.8,0.1,3.0
CCCNC(=O)c1ccc(N2CCC3(CC2)CC(c2ccccc2)=NO3)c(NC(=O)c2cccc(OC)c2)c1,5.4,9.4,-16.3,37.9,-14.5,2.0,17.7,0.4,2.4
CC(=O)NCCCc1nc2ccccc2n1Cc1cc(C)ccc1C,3.9,4.3,-12.3,-6.9,1.4,9.6,-9.2,0.3,-8.2
O[C@@H]1CN(CC2CCCCC2)[C@@H](c2ccc(Cl)cc2)C[C@H]1n1cc(C2CC2)nn1,4.4,0.4,nt,-9.4,-3.0,-0.9,-5.1,0.1,-2.1
COc1cc2c(cc1OC)CN(c1ccc([N+](=O)[O-])cc1Cl)CC2,10.7,1.0,-24.3,7.1,2.4,-6.3,10.1,0.3,-4.8
S=c1nc(-c2ccccc2Cl)[nH][nH]1,8.3,0.3,-14.0,-8.1,-13.4,8.3,-9.0,0.4,-1.7
Cc1ccc(C(=O)NCCc2cccc(Cl)c2)cc1[N+](=O)[O-],19.1,0.6,-8.7,-9.3,-8.8,-13.0,2.6,7.3,-5.1

# Grouped by structure, the entries above with a cyano group.
SMILES,CHO-K1 Ca PAM,TAAR1 ag,CHO parental Ca,TAAR1 antag,CHO-K1 Ca antag,CHRM1 PAM,M1 antag,M1 ag parental,CHRM1 agonist
CC(C)(C)C(=O)Nc1sc2c(c1C#N)CCN(Cc1ccccc1)C2,-4.5,2.6,-22.0,18.8,8.6,5.0,-9.8,1.3,-3.2
COCN(C#N)c1nc(OC)nc(OC)n1,3.5,3.2,7.6,1.4,-11.3,-1.3,-9.5,0.0,-0.9
CCOc1ccccc1/C=C(\C#N)C(=O)Nc1cccc(C(=O)O)c1,2.3,1.4,-18.7,-24.1,-19.9,10.6,-10.4,0.7,1.2

# Later entries.
SMILES,CHO-K1 Ca PAM,TAAR1 ag,CHO parental Ca,TAAR1 antag,CHO-K1 Ca antag,CHRM1 PAM,M1 antag,M1 ag parental,CHRM1 agonist
COC(=O)c1ccc(NS(=O)(=O)c2cc(C)ccc2OC)cc1,17.9,2.9,-11.8,-7.0,3.9,8.0,-13.1,1.0,-2.5
COc1cc(/C=N/NC(=O)c2nnn(-c3nonc3N)c2-c2cccs2)ccc1O,2.4,14.4,-2.0,45.5,6.2,3.8,3.5,4.0,6.6
COc1ccc(-n2cnnc2SCc2cnc(-c3ccccc3)s2)cc1,13.8,11.6,-12.3,1.1,-5.4,7.8,-6.1,0.7,-3.8
CCOc1ccccc1NC(=O)C(=O)NCCC1=CCCCC1,-9.1,-1.3,-15.2,-16.2,-8.5,-1.4,-3.4,3.8,-7.7
CCNc1nc(NCC)nc(N/N=C/c2ccc(O)c(O)c2)n1,12.2,10.8,-9.3,-4.7,-7.6,7.4,-12.2,0.3,-3.3
CCOC(=O)C1(CC2CC2)CCN(C(=O)c2cccnc2C)CC1,-5.0,0.1,-19.6,11.2,-2.9,1.1,3.3,0.6,-8.1
CC(C)N(C(=O)[C@H]1C[C@H](CC(=O)NCC23CC4CC(CC(C4)C2)C3)C(=O)N2CCc3c([nH]c4cc(CCC(=O)N(C)C)ccc34)[C@]12C)C(C)C,-6.1,7.7,-15.9,-12.4,17.7,7.4,-11.5,0.1,-4.4
COC(=O)CCc1cccc(CCC(=O)OC)c1,1.6,5.3,-9.7,-8.2,-13.1,5.8,-14.8,-0.3,-2.0
O=C(CN1CCc2ccccc2C1)Nc1ccccc1C(=O)NC1CC1,1.9,3.9,-4.8,-0.6,-10.8,0.3,2.0,1.8,-2.8
Cn1c(SCC(=O)N2CCN(c3ccccc3)CC2)nnc1-c1c[nH]c2ccccc12,20.2,2.5,-14.6,-13.1,-6.2,9.4,-18.4,3.8,-0.7
COC(=O)c1ccccc1NC(=O)c1c(O)c2c([nH]c1=O)CCCC2,12.1,11.6,-2.7,-1.9,-5.5,13.7,-9.1,0.3,-0.3
CCOC(=O)c1cnc2ncnn2c1N,3.6,4.6,1.5,9.7,-4.5,4.9,1.0,-0.1,-8.4
CCCCNC(=O)CNC(=O)c1nn(-c2ccc(OC)cc2OC)c(=O)c2ccccc12,13.7,0.6,-7.8,0.4,-5.1,8.9,-13.3,1.5,-1.3
O=C(Nc1cccc2cccnc12)c1ccccc1Br,9.9,7.2,-15.1,-10.4,-9.6,1.7,-5.6,0.7,-4.8
CC1(C)CC(=O)C=C(Nc2cccc(Cl)c2Cl)C1,-8.1,2.0,-22.7,-6.0,-8.6,0.3,3.5,1.6,-3.9
CSc1ccccc1C(=O)Nc1nccs1,3.6,13.4,-5.8,-22.2,21.2,15.9,-15.6,-0.2,9.8
Cn1nnc2cc(C(=O)NCc3ccco3)ccc21,16.7,7.1,-0.7,10.7,-11.9,3.3,-23.2,0.4,-1.6
CCn1cc(C(=O)O)c(=O)c2cc(OC)ccc21,-2.1,5.6,-8.6,7.9,10.2,3.1,1.3,-0.2,-3.5
